High-throughput results deposited in PubChem by several laboratories.
FAS TE block – FAS thioesterase domain inhibitors, primary screen, biochemical, fluorescence intensity, uHTS | recombinant FAS-TE, OMFH fluorogenic substrate, fluorescence endpoint | inhibition, % at 15 µM | hit rate 0.67% among 360,000 | AID 602261, 2012;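 active = compounds whose normalised, plate-corrected inhibition of enzyme fluorescence in the single-dose primary screen is 50% or more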;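 also: 0% = DMSO with enzyme and 100% = substrate without enzyme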
NRP1-CendR mod – modulators of CendR peptide binding to NRP-1, primary screen, biochemical, fluorescence polarization, uHTS; Neuropilin-1 (Homo sapiens), O14786; FAM-RPARPAR peptide binding to NRP-1; inhibition, % at 25 µM; hit rate 0.85% among 360,000;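 active = inhibition or corrected inhibition above about 18%, plus a signal ratio from 0.5 to 1.5, limit read from the data, passing the limit was not always enough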; also: strong numbers were not always called active
MT1-MMP act inh – blockers of MT1-MMP proenzyme processing, primary screen, HT1080 RFP-PRO-GFP cells, GFP/RFP fluorescence; GFP/RFP ratio fluorescence, overnight; percent of plate control window, DMSO zero; GFP/RFP ratio change, % at 20 µM; hit rate 0.061% among 360,000; AID 651647, 2012;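 active = GFP/RFP ratio change of at least 30% with cell ATP level not reduced by more than half and red fluorescence within 50% of control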; also: strong numbers were not always called active
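Assay system – RFP-PRO-GFP reporter HT1080 cells · Compound dosing – single dose of 20 µM compound, 1% DMSO final · Incubation – overnight compound exposure at 37 °C · Measure – GFP/RFP fluorescence ratio · Benchmarks – DMSO wells and RFP-L50D-GFP cells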
SKN-1 block – suppressors of acrylamide-induced Pgst-4::GFP reporter in worms, primary screen, SKN-1 inhibitor project, whole organism, uHTS, GFP/RFP fluorescence ratio, strain VP596 | C. elegans VP596 Pgst-4::GFP/RFP ratio, 24 h | AID 624304, 2012 | inhibition, % at 21.8 µM | hit rate 0.49% among 360,000;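 active = interference check ratio from 0.5 to 1.5 plus GFP to RFP signal ratio inhibition reaching or exceeding a fixed threshold, cut at about 30% in these data, passing the limit was not always enough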; also: some compounds called inactive have numbers as strong as hits
MLLE-PAM2 inh – inhibitors of PABP1 MLLE–PAM2 peptide binding, primary screen, biochemical, fluorescence polarization, FITC-PAM2, GST-MLLE. Polyadenylate-binding protein 1 (Homo sapiens), P11940. inhibition, % at 20 µM. hit rate 0.36% among 360,000. AID 588489, 2011; in the data active = inhibition above about 35%, passing the limit was not always enough;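 also: plate controls were DMSO wells with GST-MLLE for no effect and wells lacking GST-MLLE protein for full effect; some results filed as inactive read as strong as hits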
Neddyl block – inhibitors of cullin neddylation, primary screen, biochemical, TR-FRET, uHTS, NAE and Ubc12; NEDD8-conjugating enzyme Ubc12 (Homo sapiens) + NEDD8-activating enzyme E1 regulatory …; calls only at 25 µM; hit rate 0.58% among 360,000; AID 651699, 2012; in the data active = inhibition above about 36%
Rin1-Abl PPI inh – inhibitors of Rin1-Abl protein binding, primary screen, biochemical, TR-FRET; Tyrosine-protein kinase ABL1 (Homo sapiens) + Ras and Rab interactor 1 (Homo sapiens), …; inhibition, % at 7.35 µM; hit rate 0.4% among 360,000; in the data active = inhibition above about 5%, passing the limit was not always enough
bovine MsrA act – bovine MsrA enzyme activators, primary screen, biochemical, absorbance, HTS; Methionine sulfoxide reductase A (Bos taurus); activation, % at 10.6 µM; purified bovine MsrA, absorbance read-out; hit rate 0.3% among 360,000; in the data active = activation above about 7.5%;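 also: 0% = vehicle and 100% = reference activator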
eLon inh – inhibitors of E. coli Lon protease, primary screen, biochemical, fluorescence polarization | purified E. coli Lon protease | inhibition, % at 7.94 µM | hit rate 0.42% among 360,000; in the data active = inhibition above about 13%, passing the limit was not always enough;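 also: 0% = enzyme with probe and DMSO and 100% = no enzyme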
Target sequence (P0A9M0 whole entry, looked up): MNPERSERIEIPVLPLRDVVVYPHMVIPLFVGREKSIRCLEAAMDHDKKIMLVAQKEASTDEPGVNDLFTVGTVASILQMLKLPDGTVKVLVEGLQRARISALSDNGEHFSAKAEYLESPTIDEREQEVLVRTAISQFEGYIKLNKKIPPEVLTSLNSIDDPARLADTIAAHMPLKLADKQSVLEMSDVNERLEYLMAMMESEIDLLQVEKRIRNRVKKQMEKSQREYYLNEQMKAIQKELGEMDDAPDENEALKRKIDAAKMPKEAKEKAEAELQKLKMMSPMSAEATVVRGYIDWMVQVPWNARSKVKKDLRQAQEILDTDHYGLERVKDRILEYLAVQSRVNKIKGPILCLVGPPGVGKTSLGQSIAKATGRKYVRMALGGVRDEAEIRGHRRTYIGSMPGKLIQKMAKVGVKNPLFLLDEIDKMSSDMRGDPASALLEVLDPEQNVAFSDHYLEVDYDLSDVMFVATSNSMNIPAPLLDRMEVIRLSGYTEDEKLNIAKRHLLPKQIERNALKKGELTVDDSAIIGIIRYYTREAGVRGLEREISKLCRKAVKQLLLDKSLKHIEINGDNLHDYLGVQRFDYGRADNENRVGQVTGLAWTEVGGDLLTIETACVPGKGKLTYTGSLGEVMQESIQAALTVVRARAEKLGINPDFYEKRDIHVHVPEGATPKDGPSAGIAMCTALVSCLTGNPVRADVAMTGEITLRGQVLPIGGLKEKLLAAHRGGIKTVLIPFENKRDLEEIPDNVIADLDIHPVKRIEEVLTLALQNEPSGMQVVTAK
An asterisk follows results filed as active; i = inactive; / = no result given.

Values run as follows: bovine MsrA act | Neddyl block | Rin1-Abl PPI inh | SKN-1 block | eLon inh | NRP1-CendR mod | FAS TE block | MLLE-PAM2 inh | MT1-MMP act inh
- O=C(CCc1nnc2ccc(N3CCOCC3)nn12)Nc1ccc(F)cc1F
 : -3 | i | -1 | -2 | -2 | -2 | -4 | -16 | 0
- CS(=O)(=O)Nc1cccc(-c2cn3ccccc3n2)c1
 : 0 | i | 2 | 17 | -5 | 13 | 0 | -12 | 0
- CCOC(=O)c1c(NC(=O)c2c(-c3ccccc3)noc2C)sc(C)c1-c1ccccc1
 : -2 | i | -5 | 5 | -10 | -11 | 24 | 5 | -9
- CN(CCO)C(=O)c1nc[nH]c1C(=O)N(C)Cc1ccccc1
 : -1 | i | 4 | 11 | 5 | 10 | -8 | 4 | -3
- Cc1ccc(C(=O)NCC(=O)Nc2ccc(S(=O)(=O)Nc3cc(C)nc(C)n3)cc2)cc1
 : -3 | i | 5 | -14 | -4 | -7 | -8 | 0 | 0
- Cc1ccc[n+](CC(=O)c2ccc(Cl)cc2)c1
 : 0 | i | 1 | 9 | -2 | 11 | -10 | -1 | -2
- O=S(=O)(N/N=C/c1ccc(N2CCOCC2)cc1)c1ccccc1
 : -5 | i | 0 | -2 | -11 | -19 | -5 | -76 | 0
- S=c1[nH]nc(Cc2ccccc2)n1-c1cccc2ccccc12
 : 0 | i | -2 | 5 | -20 | -7 | -1 | 7 | -3
- COc1ccc(/C=C/C(=O)NC(=S)NCC2CCCO2)cc1 (centres undefined)
 : -6 | i | 0 | 14 | 2 | 16 | 0 | 5 | 0
- Cc1ccc(C(=O)NC(Cc2c[nH]c3ccccc23)C(=O)O)o1 (centres undefined)
 : -2 | i | -5 | 9 | 10 | 4 | -8 | -5 | -4
- COc1ccc(NC(=O)c2sc3nc(C)nc(N4CCOCC4)c3c2C)c(OC)c1
 : -1 | i | -2 | -4 | 9 | -12 | 2 | -2 | -13
- Cc1cccc(N2CCN(C(=O)CCS(=O)(=O)c3ccc4c(c3)NC(=O)CO4)CC2)c1C
 : -1 | i | 0 | 11 | -2 | 7 | 0 | 13 | 1
- C=C(C)CN(CC)C(=O)CCc1nnc(CCc2c[nH]c3ccccc23)o1
 : -1 | i | 4 | 1 | -5 | -4 | -3 | -12 | 2
- CC(C)CC(C(=O)O)N1C(=O)C2C3C=CC(C2C1=O)C1C(=O)N(C(CC(C)C)C(=O)O)C(=O)C31 (centres undefined)
 : -2 | i | 3 | 3 | -9 | 0 | -2 | -5 | -3
- CCC(Oc1ccc(C)cc1)C(=O)Nc1ccc2c(c1)n(C)c(=O)n2C (centres undefined)
 : -4 | i | -1 | 6 | -4 | 0 | -2 | 1 | 3
- CC(=O)NCCc1ccc(S(=O)(=O)NC2OC(=O)c3ccccc32)cc1 (centres undefined)
 : 1 | i | 2 | -3 | -8 | 4 | -7 | -10 | -1
- CCC(=O)Nc1ccc(C(=O)CSc2nnc(-c3ccc(NS(C)(=O)=O)cc3)n2C)cc1OC
 : 4 | i | 0 | -4 | -7 | -6 | -7 | -8 | 1
- CC(=O)Nc1nnc(SCC(=O)NC2CC2)s1
 : -1 | i | 5 | 19 | 1 | 1 | -6 | -6 | 3
- Cc1cccc(Cn2c(=O)c3c(nc4n3CCCN4Cc3ccccc3)n(C)c2=O)c1
 : -2 | i | -1 | 9 | -7 | 4 | 27 | -13 | 4
- O=C(Nc1ccc2c(c1)OCCO2)c1cccc(Br)c1
 : -2 | i | 1 | 12 | 0 | 0 | 8 | 12 | 2
- Cc1ccc(NC(=S)NNC(=O)c2c([N+](=O)[O-])c(C)nn2C)cc1
 : 1 | i | 1 | 11 | 7 | 3 | -4 | -14 | -1
- Cc1cccc(C)c1N1CCN(C(c2cc3ccccc3o2)c2nnnn2C(C)(C)C)CC1 (centres undefined)
 : -2 | i | / | 14 | 3 | 6 | 26 | / | 4
- CCN(CCCNC(=O)CCc1nc(-c2ccc(C)cc2)no1)c1cccc(C)c1
 : -8 | i | -1 | -2 | -12 | 16 | 23 | 9 | 2
- CC(=O)N1CCN(c2ccc(NC(=O)c3ccc([N+](=O)[O-])cc3)cc2)CC1
 : -3 | i | -7 | -7 | -4 | 3 | 1 | -2 | 4
- Nc1c(C(=O)Nc2nc3ccccc3s2)sc2nc(-c3cccs3)ccc12
 : -12 | i | -4 | -22 | 10 | -66 | -17 | 15 | -148
- O=C1CC(=O)N(c2ccccc2)N1c1ccccc1
 : 0 | i | 0 | 7 | 0 | 0 | -7 | -9 | -1
- Cc1c(CBr)[n+](=O)c2c(n1[O-])C(Br)CCC2Br (centres undefined)
 : -3 | i | -1 | 3 | 8 | 17 | -6 | -114 | 0
- COc1cc(/C=C2\SC(=O)NC2=O)ccc1OCc1ccc(Cl)nc1
 : 1 | i | -2 | 7 | 0 | -20 | 0 | -5 | 6
- O=C(Nc1ccc(S(=O)(=O)N2CCOCC2)cc1)c1ccc2c(c1)S(=O)(=O)c1ccccc1C2=O
 : -5 | i | 3 | 0 | -6 | -10 | -4 | 7 | -2
- Cc1cc(C)c(C#N)c(OCC2CCCO2)n1 (centres undefined)
 : -3 | i | 2 | -5 | -1 | 0 | 4 | -8 | 0
- CC1(C)CC(=O)C(C(c2cc([N+](=O)[O-])ccc2Cl)C2C(=O)CC(C)(C)CC2=O)C(=O)C1
 : 5 | i | -2 | 4 | 3 | 0 | 38 | 3 | 3
- COc1cccc(NC(=O)CSc2ccc3nnc(-c4cccnc4)n3n2)c1
 : -4 | i | -8 | 11 | 4 | 12 | 0 | -14 | -1
- COCCNC(=O)CSc1nc(-c2ccccc2)c(-c2ccccc2)o1
 : -5 | i | 2 | 14 | 0 | -2 | 0 | -18 | 4
- COC(=O)[C@]1(Cc2ccccc2)N[C@H](CN(C)S(=O)(=O)c2ccc(C(C)(C)C)cc2)[C@@H]2C(=O)N(Cc3ccccc3)C(=O)[C@@H]21
 : -3 | i | -3 | 9 | 5 | 2 | 55* | -12 | 1
- COc1cccc(-c2nc(CS(=O)(=O)CC(=O)NC3CCCCC3C)c(C)o2)c1 (centres undefined)
 : -14 | i | 1 | -19 | 7 | 3 | 1 | 5 | -3
- CCOc1ccc(C(=O)NCC(=O)OCC(=O)Nc2ccccc2OCC)cc1
 : -5 | i | -3 | 5 | -7 | -1 | -2 | 1 | 2
- COc1cc(NC2c3ccccc3C(=O)N2c2cc(C)ccn2)cc(OC)c1OC (centres undefined)
 : -2 | i | 2 | -2 | -12 | -2 | -4 | -12 | 0
- O=C(COC(=O)C1CCN(c2ccc(C(F)(F)F)cn2)CC1)NCc1cccc(Cl)c1
 : 0 | i | 0 | 0 | 3 | 0 | 19 | -6 | 2
- NC(=O)c1nsc(C(=O)N(c2ccccc2)C(C(=O)NCc2ccc(F)cc2)c2ccco2)c1N (centres undefined)
 : -5 | i | 1 | 16 | -1 | 8 | 12 | 4 | -1
- O=C(/C=C/c1ccc(OC(F)F)cc1)OCC(=O)N1CCN(C(=O)c2ccco2)CC1
 : -3 | i | -2 | 18 | -3 | -9 | -9 | 3 | 1
- O=c1c2sc(-c3ccccc3)cc2nc2n1CCCCC2
 : 2 | i | -1 | -1 | -1 | 10 | 7 | 8 | 1
- c1ccc(Sc2ccccn2)cc1
 : -4 | i | -1 | 10 | -11 | 11 | -4 | 1 | -1
- Cc1cscc1-c1cc2nc(NCCCN(C)C)n(C)c(=O)c2s1
 : -2 | i | -8 | 7 | -4 | -17 | -2 | 3 | -1
- C[C@H](NC(=O)c1nc[nH]c1C(=O)NCC(=O)OCc1ccccc1)c1ccccc1
 : -4 | i | 1 | 2 | -1 | 6 | 2 | -6 | 3
- CCN1C(=O)N/C(=C/c2cc(C)n(Cc3ccccc3)c2C)C1=O
 : -7 | i | 1 | 10 | -2 | -11 | 3 | -6 | -7
- CCOC(=O)Cc1nnc(NC(=O)COc2ccc(C)cc2)s1
 : -6 | i | -1 | 1 | -7 | -7 | -5 | -6 | -2
- CCCOc1ccc(C(=O)CCC(=O)OCC(=O)N2CC(=O)Nc3ccccc32)cc1
 : -1 | i | 7 | 2 | -14 | -8 | 16 | -10 | 8
- Nc1cc(S(=O)(=O)N2CCCCC2)ccc1N1CCCCC1
 : 3 | i | 2 | -10 | -2 | -8 | 10 | 4 | -7
- O=C(O)COc1ccc(/C=N/NC(=O)Cc2ccc(Cl)cc2)cc1
 : -2 | i | 1 | -3 | -4 | -9 | -4 | 9 | 0
- COc1cc(C=O)ccc1OC(=O)c1ccncc1
 : -4 | i | -2 | 2 | 8 | 10 | -5 | 10 | 0
- COCCN(C(=O)c1ccccc1OC1CCN(S(C)(=O)=O)CC1)C(C)C
 : -4 | i | 1 | 8 | -2 | -1 | -4 | -9 | 0
- CC(C)(C)c1ccc(-c2noc(CCC(N)=O)n2)cc1
 : -3 | i | -3 | -4 | -1 | -6 | -3 | -4 | 3
- COC(=O)CC1CC2(C(=O)OC)c3[nH]c4ccccc4c3CCN2C1=O (centres undefined)
 : -6 | i | 1 | 10 | -2 | 2 | 0 | -1 | 3
- O=C(Cn1cnc2c(nnn2Cc2ccc(Cl)cc2)c1=O)c1ccccc1
 : 2 | i | 5 | 4 | 3 | -1 | 0 | -11 | 4
- Cc1c(CCOC(=O)c2ccc(Cl)cc2Cl)sc[n+]1CC(=O)c1ccc(Br)cc1
 : -2 | i | 0 | -12 | 6 | -4 | 16 | 23 | -2
- COc1ccc(CCC(=O)N2CCN(S(=O)(=O)c3cccs3)CC2)cc1
 : -3 | i | 4 | -3 | -16 | -9 | -1 | -1 | -4
- COc1ccc(-n2c(N3CCN(C)CC3)nc3sc4c(c3c2=O)CCCCC4)cc1
 : -11 | i | -4 | 20 | 4 | 1 | 30 | 0 | -6
- CN(C)S(=O)(=O)c1ccc(NC(=O)COc2ncnc3c2cnn3-c2ccccc2)cc1
 : -7 | i | 6.8* | -6 | -7 | -17 | 1 | -10 | 0
- COc1ccc(C)cc1NC(=O)CSc1nnc2ccc(-c3ccccn3)nn12
 : -6 | i | -3 | -6 | -12 | 2 | -6 | -9 | 4
- Cc1cc(Cl)ccc1NC(=O)Nc1c(C)n(-c2ccccc2)c(=O)n1C
 : -1 | i | 0 | -3 | -5 | 8 | -3 | -11 | -1
- CCCCNC(=O)c1onc(CSc2cccc(F)c2)c1C(=O)O
 : -2 | i | 2 | 8 | 7 | 0 | -12 | 11 | 1
- Cn1nc(C(=O)NC2CCCC2)c2ccccc2c1=O
 : -5 | i | 2 | -8 | -10 | -9 | -8 | 1 | -3
- CC[C@@H]1C=C(C(=O)O)[C@H](c2cccc(C)c2)N1S(=O)(=O)c1ccc(C)cc1
 : -6 | i | 0 | 4 | -5 | -11 | -7 | -1 | -3

Reformatted: entries from further up
Nc1cc(S(=O)(=O)N2CCCCC2)ccc1N1CCCCC1
  bovine MsrA act: 3 | Neddyl block: i | Rin1-Abl PPI inh: 2 | SKN-1 block: -10 | eLon inh: -2 | NRP1-CendR mod: -8 | FAS TE block: 10 | MLLE-PAM2 inh: 4 | MT1-MMP act inh: -7
O=C(O)COc1ccc(/C=N/NC(=O)Cc2ccc(Cl)cc2)cc1
  bovine MsrA act: -2 | Neddyl block: i | Rin1-Abl PPI inh: 1 | SKN-1 block: -3 | eLon inh: -4 | NRP1-CendR mod: -9 | FAS TE block: -4 | MLLE-PAM2 inh: 9 | MT1-MMP act inh: 0
